Myeloid diff 2 = compounds promoting myeloid differentiation; ER-HoxA9 myeloid progenitors, lysozyme-GFP differentiation, flow cytometry; calls only at 10 µM; actives 1% (n = 360,000);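 active = normalized GFP-positive differentiation at or above the plate's own cutoff, the solvent-only control mean plus 3 SD; inconclusive = no clear call, values can overlap the other calls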;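 also: cells exposed to compound for four days before flow analysis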
KOR beta-arrestin-1 = KOR antagonists, beta-arrestin recruitment, cell-based, luminescence, uHTS (AID 1778). KOR beta-arrestin recruitment, luminescence, antagonist mode; higher % means a stronger effect. inhibition, % at 10 µM; hits with a dose series show IC50 in µM. actives 0.091% (n = 290,000); also: strong numbers were not always called active
GPR55 beta-arrestin = selective activators of receptor GPR55 – imaging, U2OS cells, beta-arrestin-GFP redistribution, primary screen (AID 1961). U2OS GPR55 beta-arrestin-GFP redistribution imaging; higher % means a stronger effect. activation, % at 10 µM; hits with a dose series show EC50 in µM. actives 0.048% (n = 290,000);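 active = activation above 40% with more than 50 cells counted in the well; inconclusive = wells holding fewer than 50 cells, flagged as toxic or sparse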;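 also: U2OS osteosarcoma cells stably expressing GPR55 and beta-arrestin-GFP; plate controls were DMSO negative control for no effect and LPI positive control for full effect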
GPR55 antagonists = GPR55 antagonists blocking LPI-driven arrestin recruitment, primary screen, imaging, U2OS, beta-arrestin-GFP, LPI agonist (AID 2013); one-dose inhibition, % at 10 µM; IC50 in µM for titrated hits; actives 0.13% (n = 290,000); U2OS GPR55 beta-arrestin-GFP translocation imaging, LPI antagonism; higher % means a stronger effect;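 active = spots per cell inhibited over 60%, with over 100 cells counted and total cytoplasm intensity under 500,000; inconclusive = wells with under 100 cells, flagged as likely toxic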;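 also: U2OS cells stably carrying GPR55 and arrestin-GFP stimulated by 5 µM LPI near EC80; imaged beta-arrestin-GFP aggregate spots per cell after agonist stimulation; plate controls were LPI-stimulated DMSO wells for no effect and DMSO wells without LPI for full effect; some results filed as inactive read as strong as hits; confirmed hits need IC50 under 10 µM and bright autofluorescent wells are also inconclusive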
NTR1 ag = NTR1-driven beta-arrestin-GFP spot formation – imaging, U2OS cells, high content, primary screen (AID 493036); P30989; agonist mode; activation, % at 20 µM; actives 0.17% (n = 330,000);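 active = activation at or above 40% of the spot to cytoplasm intensity ratio, with at least 20 cells analyzed; inconclusive = wells under 20 cells, flagged as cytotoxic or low count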;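 also: 0% = DMSO without peptide and 100% = 100 nM NTR1 peptide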
Target sequence (P30989 whole entry, looked up): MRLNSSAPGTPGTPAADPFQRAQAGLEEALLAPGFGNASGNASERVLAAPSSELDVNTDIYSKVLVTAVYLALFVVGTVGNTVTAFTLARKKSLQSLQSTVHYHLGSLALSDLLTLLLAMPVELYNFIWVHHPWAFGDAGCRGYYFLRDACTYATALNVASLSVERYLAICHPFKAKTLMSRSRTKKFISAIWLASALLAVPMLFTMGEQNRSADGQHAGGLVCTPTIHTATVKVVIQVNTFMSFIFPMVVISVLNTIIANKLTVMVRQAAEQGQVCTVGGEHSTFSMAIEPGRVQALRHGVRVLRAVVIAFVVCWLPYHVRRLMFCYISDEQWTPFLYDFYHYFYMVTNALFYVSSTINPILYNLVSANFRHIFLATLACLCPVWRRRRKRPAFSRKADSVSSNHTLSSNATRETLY
NOD1 NF-kB reporter = NOD1 signaling inhibitors, primary screen, cell-based, luminescence, uHTS (AID 1578); one-dose inhibition, % at 4 µM; EC50 in µM for titrated hits; NOD1-driven NF-kB luciferase reporter cells, luminescence; higher % means a stronger effect; actives 1% (n = 290,000); in the data active = inhibition mostly above about 36%, no sharp cut-off; inactive = mostly below about 34%;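 also: HEK-293T reporter cells stimulated with the NOD1 agonist gamma-tri-DAP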
NOD2 inhibition = NOD2 signaling inhibitors, cell-based, luminescence, uHTS, HEK293 (AID 1566); HEK293 NOD2/NF-kB luciferase reporter, luminescence; higher % means a stronger effect; one-dose inhibition, % at 4 µM; EC50 in µM for titrated hits; actives 0.63% (n = 290,000); also: many of its hits are not listed in these tables
KOR beta-arrestin-2 = KOR agonists, beta-arrestin recruitment, primary screen, cell-based, luminescence, uHTS (AID 1777) | one-dose activation, % at 10 µM; EC50 in µM for titrated hits | actives 0.02% (n = 280,000) | KOR beta-arrestin recruitment, luminescence; higher % means a stronger effect; in the data active = activation above about 50%, passing the limit was not always enough; also: a part of the inactive calls stands beside numbers as strong as those of hits
T cell HTS = T cell immune modulation candidate. 2C CD8+ T cell-vesicle binding, flow cytometry; hits give low values. calls only at 7 µM. actives 0.068% (n = 330,000). AID 2052;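 active = response, share of CD8 T cells binding vesicles, and their 90th percentile fluorescence all below set limits, cut at about 80% in these data, passing the limit was not always enough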
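Assay system: 2C TCR transgenic mouse naive CD8+ T cells, MACS-purified | Read-out: CD8+ gate FL2 mean fluorescence as % of same-row positive control | Signal: High-throughput flow cytometry with anti-B7-1 and anti-CD8 staining | Timing: Binding step 1.5 h, 37 °C, antibody labelling 20 min, ice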
T cell HTS vesicle-bound % = further read-out of T cell HTS, marked with its call; double positive events, %; measured here: CD8+ vesicle-bound cell fraction;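 binding gate set so that unloaded-vesicle control wells show 10% double positive cells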
NTR1 ag cell count 20 µM = second read-out of NTR1 ag, no call of its own (marks repeat the call); cell count; measured here: cell count, cytotoxicity flag
Myeloid diff 2 GFP+ MAC1+ % = recorded beside Myeloid diff 2, whose call it bears; GFP+ MAC1+ double positive, %; measured here: differentiation confirmed by MAC1 staining
* marks the source's active call; other numbers are inactive results; i = inactive; u = inconclusive; x = no result given; [ ] = remark or other dose. Rule as the data show it, unless noted: active = inhibition above about 50%; inactive = the rest. Not all compounds are listed; count on the stated rates, not on these rows.

canonical_smiles	Myeloid diff 2	Myeloid diff 2 GFP+ MAC1+ %	KOR beta-arrestin-1	GPR55 beta-arrestin	GPR55 antagonists	NTR1 ag	NTR1 ag cell count 20 µM	NOD1 NF-kB reporter	NOD2 inhibition	KOR beta-arrestin-2	T cell HTS	T cell HTS vesicle-bound %
O=C(CSc1ncnc2[nH]ncc12)Nc1cccc(Oc2ccccc2)c1	i	0.7	-8%	-0.2%	7%	4.2	47	-36%	-4%	1.2%	i	48
CC1CCCN(C(=O)CN2CCN(C(=O)c3ccco3)CC2)C1 (stereo unspecified)	i	0.4	-1%	0.3%	9%	-1.4	82	x	4%	-0.1%	i	35
COc1cccc(C2C(C#N)=C(N)N(c3ncn[nH]3)C3=C2C(=O)CCC3)c1 (stereo unspecified)	i	1.2	-14%	-0.1%	-2%	-2.0	57	3%	30%	-1.8%	i	41
COC(=O)Cc1ccc(NC(=S)NCc2ccccc2Cl)cc1	i	0.5	8%	-0.2%	4%	-0.1	90	-17%	8%	-1.9%	i	7
CCOC(=O)CNC(=O)Cn1cnc2c(nnn2-c2ccc(OC)cc2)c1=O	i	0.5	-3%	0.0%	-10%	-1.4	90	1%	0%	-0.7%	i	51
CCn1c(N)c(C(=O)NC2CCCCC2)sc1=S	i	11	5%	-0.3%	0%	-0.1	93	-1%	12%	9.1%	i	27
COc1ccc(-c2nn(C)c3sc(C(=O)NCCN(C)C)cc23)cc1OC	i	0.8	15%	-0.1%	8%	-1.2	77	2%	7%	0.7%	i	58
CC(C)(C)c1ccc2c(c1)OC(C(=O)N/N=C\c1ccncc1)CO2 (stereo unspecified)	i	0.3	4%	0.8%	6%	3.3	53	-4%	22%	-1.0%	i	59
CC1(C)CC(=O)c2cc3c(N)c(C(=O)NCc4ccccc4)sc3nc2C1	i	0.4	2%	-2.3%	30%	3.4	69	5%	4%	1.7%	i	42
O=C(C1CC(=O)N(C2CCCCC2)C1)N1CCN(c2cccc(C(F)(F)F)c2)CC1 (stereo unspecified)	i	1.1	-40%	0.2%	4%	1.0	64	-9%	13%	0.1%	i	14
c1ccc(-c2csc(-n3cccn3)n2)cc1	i	0.4	-28%	-0.4%	-2%	0.7	58	-47%	-31%	4.9%	i	13
COc1ccc(/C=C2\SC(=S)N(CCCC(=O)Nc3ccc(C(=O)O)cc3)C2=O)cc1OC	i	1.9	-16%	1.5%	-19%	0.3	46	13%	0%	4.0%	i	4
COc1cc(/C=C/C(=O)O)cc(S(=O)(=O)N(CC(C)C)CC(C)C)c1OC	i	0.6	13%	0.0%	-10%	0.9	46	-26%	11%	0.2%	i	44
Cc1cc(=O)oc2cc(NC(=O)c3ccnn3C)ccc12	i	2.8	3%	1.7%	-12%	-0.2	63	7%	-15%	1.9%	i	68
CCCCn1c(C(C)NC(=O)COC)nc2ccccc21 (stereo unspecified)	i	0.8	-45%	-0.2%	7%	1.3	69	-20%	14%	-2.3%	i	7
O=C(NCC(c1cccs1)N1CCOCC1)c1ccccc1NS(=O)(=O)c1ccc(Br)cc1 (stereo unspecified)	i	1.4	-10%	-0.3%	-5%	2.3	38	-2%	5%	9.6%	i	42
O=C(CSc1n[nH]c(=O)[nH]c1=O)NCC1CCCCC1	i	0.5	10%	-0.1%	3%	-0.6	66	0%	7%	-0.6%	i	56
Cc1ccn2cc(CNC(=O)c3ccc(Br)o3)nc2c1	i	2.5	5%	0.2%	7%	0.3	55	-3%	4%	-5.9%	i	23
COc1cc(/C=N/NC(=O)C23CC4CC(CC(C4)C2)C3)cc(Br)c1O	i	1.6	-17%	0.2%	-6%	1.7	58	4%	13%	1.4%	i	7
Cc1cc(-c2ccco2)n(CC(=O)NCCN(C)C)n1	i	3.0	6%	0.2%	4%	1.2	48	5%	1%	-7.9%	i	2
COc1ccc(NC(=O)CN(C)S(=O)(=O)c2ccccc2)cc1OC	i	0.9	17%	-0.3%	12%	0.5	50	-12%	-4%	-2.1%	i	16
O=C1C2C3C=CC(C3)C2C(=O)N1Cc1ccc(CN2C(=O)C3C4C=CC(C4)C3C2=O)cc1 (stereo unspecified)	i	3.4	-23%	-0.2%	2%	1.2	35	15%	31%	-1.7%	i	28
COc1ccc(OCCN2CCN(C3CC(=O)N(CCC(C)C)C3=O)CC2)cc1 (stereo unspecified)	i	0.8	-11%	-1.0%	-8%	-1.2	78	5%	5%	-3.4%	i	25
N#CCSc1nc2ccc(N3CCCCC3)cc2c(=O)n1Cc1ccccc1	i	0.7	23%	0.0%	16%	9.9	72	-23%	-12%	-1.3%	i	14
CC(C)C[C@@H](COc1ccccc1)N1CCN(Cc2ccccc2)CCC1=O	x	x	-17%[20 µM]	-0.3%	1%	-0.2	94	11%	1%	-2.7%	i	15
COc1cccc(/C=N/n2c(-c3n[nH]c4c3CCC4)n[nH]c2=S)c1O	i	0.6	20%	0.1%	7%	1.0	58	3%	8%	-1.5%	i	56
Cc1cc(=O)oc2c(C)c(OCC(=O)N3CCN(C(=O)C4COc5ccccc5O4)CC3)ccc12 (stereo unspecified)	i	0.0	6%	0.6%	-28%	0.0	79	12%	20%	-5.8%	i	36
COc1ccc(NC(=S)SC)cc1OC	i	0.4	-24%	-0.1%	-14%	-0.1	75	-9%	16%	0.6%	i	52
Cc1cc(NC(=O)CSc2nc(C3CC3)nc3sc(C)c(C)c23)no1	i	7.2	-6%	-0.2%	4%	0.8	52	-16%	-14%	1.2%	i	41
CCN(c1ccccc1)S(=O)(=O)c1ccc(C(=O)Nc2ncccc2O)cc1	i	3.1	5%	0.0%	16%	5.1	47	-40%	7%	0.1%	i	31
O=C1CCC(C(=O)OCC(=O)N2N=C3/C(=C/c4ccccc4)CCCC3C2c2ccccc2)N1 (stereo unspecified)	i	1.3	-35%	0.2%	19%	3.6	64	32%	19%	0.0%	i	46
COc1ccc(-c2noc(CCCC(=O)Nc3ccc(C(N)=O)cc3)n2)cc1	i	3.3	3%	0.0%	26%	1.8	77	11%	25%	-2.5%	i	54
CCOC(=O)/C(C#N)=C1/C=CN(C)C(C)=N1	i	2.8	-42%	0.3%	-7%	1.1	38	5%	-1%	-3.6%	i	10
Cn1nc(C(=O)Nc2ccc(S(=O)(=O)NCc3ccco3)cc2)c2ccccc2c1=O	x	x	20%	-0.2%	-6%	5.9	48	-4%	7%	x	i	20
O=C(N/N=C/c1cccnc1)c1ccc(S(=O)(=O)N2CCCCCC2)cc1	i	0.1	17%	-0.1%	13%	-0.7	52	-9%	-18%	-2.3%	i	14
O=C(O)c1cccc(Nc2nc3ccccc3nc2NS(=O)(=O)c2cccs2)c1	i	1.1	-65%	0.3%	-13%	1.2	68	-74%	-2%	1.0%	i	22
CCOc1ccc(NC(=O)C2CCN(S(=O)(=O)c3ccc4c(c3)CC(C)N4C(C)=O)CC2)cc1 (stereo unspecified)	i	2.4	-24%	-0.1%	8%	1.7	61	-19%	18%	-1.2%	i	6
CSc1nnc(NC(=O)c2cc3ccccc3oc2=O)s1	i	1.9	27%	-0.2%	13%	0.9	105	-5%	3%	-0.7%	i	49
COc1ccc(CCn2c(S)nc3ccccc3c2=O)cc1	i	0.7	30%	-0.1%	u	2.1	98	2%	-1%	6.1%	i	38
COc1ccc(Cc2nc3ccc(C(=O)N4CCCN(C=O)CC4)cc3o2)cc1	i	0.0	-8%	-0.2%	10%	1.1	66	-23%	6%	0.0%	i	28
Cc1ccc(C)c(CN2CCC(CNC(=O)CCc3nnc4ccc(N5CCC(C)CC5)nn34)CC2)c1	u	x	3%	-0.4%	8%	1.6	49	-23%	20%	-0.1%	i	31
O=C1C=C(N2CCCCCC2)C(=O)N1c1ccc(Cl)cc1	i	0.9	0%	-0.1%	-10%	x	x	-18%	-17%	-3.5%	i	44
Cc1nn(Cc2ccccc2)c(C)c1N	i	1.2	1%	0.3%	2%	-3.2	84	-29%	9%	-1.1%	i	50
CCOc1ccccc1-n1c(SCC(=O)N2CCCc3ccccc32)nnc1-c1cccnc1	i	0.6	-32%	0.2%	3%	0.6	29	-21%	-4%	0.0%	i	19
CN1CCN(CC(=O)Nc2nc(-c3c[nH]c4ccccc34)cs2)CC1	i	0.7	-8%	0.7%	-7%	-1.4	51	-28%	18%	-2.2%	i	53
Cc1ccccc1Nc1cc(C)c2c(O)cccc2n1	i	2.0	-4%	-0.3%	10%	1.7	62	-29%	14%	2.4%	i	21
O=C(NCc1ccccn1)c1ccc(Cl)cc1Cl	i	0.4	45%	-0.1%	12%	-0.5	55	-16%	-12%	-4.8%	i	25
CC(C)c1ccc(NC(=O)Cn2cccc2C2=NC(c3ccccc3)CO2)cc1 (stereo unspecified)	i	0.7	1%	0.2%	5%	5.4	48	8%	2%	3.3%	i	5
O=C(CSCc1c(Cl)cccc1Cl)N1CCOCC1	i	0.3	12%	-0.2%	9%	1.4	91	-35%	-14%	x	i	56
O=C(O)C1C2C=CC(C2)C1C(=O)NCc1ccc(Cl)cc1Cl (stereo unspecified)	i	1.0	-7%	0.5%	18%	0.0	60	-5%	5%	1.6%	i	60
O=C(Nc1ccc(N2CCOCC2)cc1)c1ccc2nc(-c3ccco3)c(-c3ccco3)nc2c1	i	5.5	18%	-0.3%	-2%	10	57	-25%	13%	41%	i	29
O=c1c2[nH]cnc2n(-c2ccc(F)cc2)c(=O)n1Cc1ccccc1	i	0.9	9%	-0.1%	3%	-0.1	94	-3%	2%	1.4%	i	58

One compound at a time, from the list above. Order of screens: Myeloid diff 2 | Myeloid diff 2 GFP+ MAC1+ % | KOR beta-arrestin-1 | GPR55 beta-arrestin | GPR55 antagonists | NTR1 ag | NTR1 ag cell count 20 µM | NOD1 NF-kB reporter | NOD2 inhibition | KOR beta-arrestin-2 | T cell HTS | T cell HTS vesicle-bound %
O=C1C2C3C=CC(C3)C2C(=O)N1Cc1ccc(CN2C(=O)C3C4C=CC(C4)C3C2=O)cc1 (stereo unspecified) in the list: i | 3.4 | -23% | -0.2% | 2% | 1.2 | 35 | 15% | 31% | -1.7% | i | 28
Cc1ccc(C)c(CN2CCC(CNC(=O)CCc3nnc4ccc(N5CCC(C)CC5)nn34)CC2)c1 in the list: u | x | 3% | -0.4% | 8% | 1.6 | 49 | -23% | 20% | -0.1% | i | 31

From PubChem BioAssay
